# Bioassay records (PubChem BioAssay)
# hiPSC survival = enhancers of human iPSC single-cell survival | 360,000 tested, 0.044% active | hiPSC single-cell survival, ATPlite luminescence; 100% = ROCK inhibitor wells, 0% = DMSO | survival enhancement, % at 20 µM; in the data active = survival enhancement above about 18%;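 also: cells exposed to compounds for 16 hours before the ATP read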
# aDG glyco act = alpha-DG glycosylation activation; Pro5-aDG cells, alpha-DG glycosylation AlphaScreen (IIH6); 0% Pro5, 100% B10-LARGE cell signal; activation, % at 10 µM; 360,000 tested, 0.22% active; AID 624168;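 active = activation of at least 8% versus controls, or a plate z-score of at least 8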;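 also: Pro5 are CHO cells carrying HIG-tagged alpha-DG that lacks glycosylation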
# MC4R ag barr = activates human MC4R beta-arrestin recruitment; P32245; AID 540308; 360,000 tested, 0.98% active; U2OS MC4R beta-arrestin complementation, luminescence; percent of melanotan II response, DMSO zero; activation, % at 8.9 µM;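 active = activation above a per-plate cutoff, the mean activation of sample wells on that plate plus 3 SD, cut at about 8% in these data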
# Target sequence (P32245 whole entry, looked up): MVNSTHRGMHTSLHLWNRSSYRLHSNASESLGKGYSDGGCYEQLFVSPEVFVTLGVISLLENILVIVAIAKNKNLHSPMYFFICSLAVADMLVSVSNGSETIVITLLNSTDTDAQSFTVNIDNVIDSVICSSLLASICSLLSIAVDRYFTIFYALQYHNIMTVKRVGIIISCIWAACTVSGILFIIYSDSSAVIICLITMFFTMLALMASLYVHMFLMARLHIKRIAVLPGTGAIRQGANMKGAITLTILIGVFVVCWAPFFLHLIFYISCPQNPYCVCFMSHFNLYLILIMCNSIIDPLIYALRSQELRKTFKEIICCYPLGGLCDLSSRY
# ABHD5 PLIN5 PPI = ABHD5-PLIN5 protein interaction inhibition; Q00G26+Q8WTS1; Split G. princeps luciferase complementation, luminescence, 4 h; inhibition, % at 4 µM; 360,000 tested, 0.78% active; AID 602281;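 active = inhibition above the mean inhibition across every tested compound plus 3 SD, cut at about 22% in these data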;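 also: 0% = DMSO only wells and the 100% control is not disclosed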
# ABCB6 inh MLPCN = inhibitors of human ABC transporter ABCB6. fluorescence ratio to DMSO, % at 10 µM. K562-ABCB6 porphyrin accumulation, flow cytometry, 1 h; hits give low values. 360,000 tested, 0.19% active;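 active = fluorescence ratio to DMSO below 75%, the collection mean minus 3 SD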;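 also: signal is porphyrin accumulated inside mitochondria; 100% equals median channel fluorescence of DMSO control wells; lower ratio means ABCB6 inhibition with less porphyrin fluorescence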
# Cardio protect = protects H9c2 cardiomyocytes from peroxide injury. protection from H2O2 cell death, % at 20 µM. 360,000 tested, 0.63% active. H2O2 injury protection, ATPLite, 2 h;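 active = compounds giving at least 50% protection of heart cells from peroxide-induced death in the single-dose screen, raw or plate-pattern-corrected value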;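 also: 0% = DMSO wells with peroxide and 100% = DMSO wells without peroxide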
# MC4R antagonist = antagonists of human melanocortin 4 receptor (MC4R); P32245; MC4R-expressing cells, MTII-stimulated cAMP, LANCE TR-FRET; inhibition, % at 6.5 µM; 360,000 tested, 0.48% active; AID 540295;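 active = inhibition above its plate's cutoff, the mean of tested wells on that plate plus 3 SD, cut at about 29% in these data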;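 also: 0% = Melanotan II alone and 100% = Melanotan II plus saturating MCL0020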
#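 Material: human MC4R-expressing U2OS cells. Probe or stimulus: Melanotan II challenge. Dosing: 6.5 µM single dose. Times: 30-min compound, 1-h challenge, 1-h detection, room temperature. Technique: TR-FRET with Eu-cAMP and labeled anti-cAMP, 671 nm. Replication: singlicate.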
# Granule exo inh = lytic granule exocytosis inhibition | 360,000 tested, 0.66% active | TALL-104 LAMP-1 surface exposure, flow cytometry; cells stimulated with thapsigargin and PMA | inhibition, % at 10 µM;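 active = inhibition above about 55%, limit read from the data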
# Glyco luc inh = N-linked glycosylation inhibition | reporter increase, % at 12.5 µM | AID 588692 | D54 ERlucT glycosylation luciferase reporter, 24 h; percent of 100 nM tunicamycin response | 360,000 tested, 0.23% active;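 active = mean luciferase reporter signal, scaled so untreated is 0 and the glycosylation-blocking control 100, at or above a set limit in every replicate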;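 also: luciferase carries N-glycosylation sites so blocking glycosylation raises the light; 0% = median of neutral control wells and 100% = median of 100 nM tunicamycin wells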
# m5-HT2A agonist = mouse HTR2A agonism via beta-arrestin recruitment. CHO-K1 mHTR2A beta-arrestin complementation, luminescence; percent of 30 µM serotonin response. activation, % at 7.6 µM. 360,000 tested, 0.66% active. AID 624169;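 active = activation above a run cutoff, the mean activation of all tested compounds plus 3 SD, cut at about 14% in these data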;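 also: 0% = plate median of compound wells and 100% = 30 µM serotonin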
# Target sequence (P35363 whole entry, looked up): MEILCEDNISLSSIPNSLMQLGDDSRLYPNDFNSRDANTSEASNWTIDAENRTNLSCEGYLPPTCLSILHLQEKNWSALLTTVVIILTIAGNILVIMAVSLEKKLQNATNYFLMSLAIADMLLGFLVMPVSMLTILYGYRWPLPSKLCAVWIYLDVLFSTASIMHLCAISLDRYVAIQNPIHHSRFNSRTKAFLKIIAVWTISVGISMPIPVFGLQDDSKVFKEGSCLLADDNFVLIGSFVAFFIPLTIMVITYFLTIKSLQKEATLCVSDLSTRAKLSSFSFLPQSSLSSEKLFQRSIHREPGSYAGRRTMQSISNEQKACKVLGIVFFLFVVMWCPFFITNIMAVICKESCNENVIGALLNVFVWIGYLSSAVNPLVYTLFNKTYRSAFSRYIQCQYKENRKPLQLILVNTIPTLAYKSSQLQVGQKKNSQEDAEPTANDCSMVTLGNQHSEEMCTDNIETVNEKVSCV
# * hit, by the source's call; . = no result given. No enrichment for hits, and some 4.5% of all compounds hit somewhere here.
SMILES,hiPSC survival,aDG glyco act,MC4R ag barr,ABHD5 PLIN5 PPI,ABCB6 inh MLPCN,Cardio protect,MC4R antagonist,Granule exo inh,Glyco luc inh,m5-HT2A agonist
CCOC(=O)N1CCN(C(=O)c2ccc(NS(=O)(=O)c3ccc(F)cc3)cc2)CC1,-1.6,0.3,-0.5,-3,96,-4,17,1,-3,-4
O=C1c2ccccc2C(=O)c2c1ccc1c(=O)n(C3CCCCC3)[nH]c21,0.3,1.9,-2.0,3,96,-5,-1,0,3,1
CCC(=O)Nc1ccccc1Nc1cc(C#N)c(C#N)cc1[N+](=O)[O-],-1.7,1.1,-0.9,5,94,-7,9,-3,4,1
Cc1cccc(/C=N/N2CCN(c3ccccc3)CC2)c1,-0.9,0.1,0.7,-1,100,-5,8,3,1,3
O=C1CC(N2CCN(c3ccc(F)cc3)CC2)C(=O)N1c1ccc(F)cc1 (stereo unspecified),-0.6,-0.1,-3.0,2,102,10,11,-3,0,-4
COc1ccc(NC(=O)CO/N=C2/CCCc3nonc32)c(OC)c1,-0.1,0.0,0.8,2,99,0,0,0,0,-1
Cn1c(=O)[nH]c(=O)c2[nH]c(N(Cc3ccccc3)Cc3ccccc3)nc21,0.6,-0.2,6.5,8,93,-35,-1,1,4,0
CCNC(=O)COC(=O)/C=C/c1cccs1,-2.5,-0.1,-1.6,8,96,2,-10,10,0,9
COc1cc(CCC(=O)Nc2ccc(S(=O)(=O)NC3=NCCCCC3)cc2)cc(OC)c1OC,-0.4,-0.2,1.7,0,100,-3,6,-2,1,-1
CCN1C(=O)N(CC)c2cccc3cccc1c23,0.1,0.0,-0.6,-6,101,-4,1,-2,2,-4
CC1=CC(C)(C)n2c(O)c(N=N)c3cc(C)cc1c32,5.5,0.0,4.3,1,97,-6,9,-4,-1,2
CN1CCN(C2CN(Cc3cn(Cc4ccccc4C(F)(F)F)nn3)S(=O)(=O)C2)CC1 (stereo unspecified),1.9,-0.2,.,6,103,7,.,-2,5,5
COc1ccc(C)cc1NC(=S)NNC(=O)c1ccccc1Cl,5.3,0.7,-2.2,-7,94,-10,0,-4,1,0
COC(=O)c1ccc(NC(=S)Nc2cccc(C)n2)cc1,0.3,-0.5,-0.9,-3,100,-5,-1,2,2,0
COc1ccccc1OCCNC(=O)C1CCCCC1,-0.4,-0.5,-1.3,2,106,10,13,4,0,-2
COc1cc(OC)cc(C(=O)NC(C(=O)OCn2nnc3ccccc3c2=O)C(C)C)c1 (stereo unspecified),0.8,-0.2,-3.2,-4,98,5,2,-4,2,4
CC1CC(NC(=O)/C=C/C(=O)O)CC(C)(C)C1 (stereo unspecified),-0.8,0.0,1.1,2,93,1,9,-6,2,8
CCOC(=O)C1CCCN(S(=O)(=O)c2ccc(Br)s2)C1 (stereo unspecified),2.0,-0.2,1.0,-13,99,-2,15,-3,-1,-3
Nc1nnc2c(C(F)(F)F)nc3ccccc3n12,0.7,0.1,-0.8,2,98,15,-12,-7,-1,-4
Cc1csc(NC(=O)CCc2ccc(S(=O)(=O)N3CCOCC3)cc2)n1,2.7,-0.2,1.6,3,101,6,-2,2,0,-2
Cc1ccccc1NC(=O)c1ccc(S(=O)(=O)N2CCCC2)cc1,-0.4,0.1,2.4,-3,97,0,15,-12,-1,-6
CC1(C)CC(NC(=O)CCc2ccccc2)CC(C)(C)N1,-0.8,0.0,-0.8,-3,105,-4,1,0,2,-2
CC(=O)N(C)c1ccc(NC(=O)c2ccccc2C(=O)O)cc1,0.8,-0.1,0.9,-2,106,2,22,-1,-8,1
CCOC(=O)C1(Cc2ccccc2)CCN(Cc2ccc(C3CCCCO3)s2)CC1 (stereo unspecified),-0.3,0.1,6.8,4,99,-8,10,3,-3,-5
CCN(CC)c1ccc(C=Nc2ccc(C)cc2)c(O)c1,-2.4,0.1,-1.8,-8,95,12,-4,-4,2,-10
CCO/N=C/c1ccc(OC)c(Oc2nc(OC)cc(OC)n2)c1,2.3,-0.4,-0.5,-2,102,-4,7,-3,2,0
CCC(C(=O)c1ccccc1)N(C(=O)c1ccccc1Cl)N1C(=O)C2C3C=CC(C3)C2C1=O (stereo unspecified),1.4,0.0,-0.3,4,103,-10,-2,-4,-6,-3
O=C(Nc1ccc(S(=O)(=O)N2CCCCC2)cc1)C1CCCN(C(=O)c2ccc(Cl)cc2)C1 (stereo unspecified),0.6,0.8,1.3,-6,96,-10,21,-1,-2,0
NC(=O)CC(NC(=O)Cc1ccc(Br)cc1)c1ccc(N2CCN(c3ccc(F)cc3)CC2)c([N+](=O)[O-])c1 (stereo unspecified),-1.7,-0.1,2.0,5,100,-2,18,-6,-1,-5
CC(C)CCN(Cc1ccco1)S(=O)(=O)c1csc(C(N)=O)c1,-0.6,0.3,-2.8,-2,84,-13,3,6,-3,-5
C/C(=N\NC(=O)c1ccc(N(C)C)cc1)c1cccnc1,-0.2,-0.2,-1.8,6,102,1,-2,2,1,-3
O=C(O)c1ccc(N2C(=O)CC(N3C(=O)/C(=C/c4ccc(Cl)cc4)SC3=S)C2=O)cc1 (stereo unspecified),2.0,-0.1,-1.3,-14,91,-4,16,-1,-3,-1
c1ccc(NC2=Nc3cccc4cccc2c34)cc1,-0.4,0.0,-2.5,2,100,-8,1,-1,6,-4
O=S(=O)(c1ccccc1Br)N(CC(O)COCc1ccccc1)C1CC1 (stereo unspecified),3.8,0.2,1.4,-6,103,-11,19,0,-2,4
O=C(CC1OC(=O)c2ccccc21)c1ccco1 (stereo unspecified),-2.5,0.0,-2.4,2,76,7,-5,-2,0,0
COc1cc2ccc(CC(=O)O)cc2cc1OC,1.9,-0.3,.,-10,97,.,.,-7,.,2
O=C(Nc1cccc(C(=O)O)c1)/C(=C/c1ccc2c(c1)OCO2)NC(=O)c1cccc(Br)c1,0.0,-0.4,-0.9,-10,108,-4,7,-8,0,1
CC1CCCN(C(=S)NCCc2ccccc2)C1 (stereo unspecified),-2.0,-0.1,0.4,-1,94,3,0,-4,-1,8
CCN(CC)S(=O)(=O)c1ccc(N2CCOCC2)c(NC(=O)c2cc([N+](=O)[O-])ccc2Cl)c1,2.0,0.8,-1.6,-5,99,4,7,-3,5,0
CC1(O)CC(c2ccc(Cl)cc2)=NN1C(=O)c1ccc([N+](=O)[O-])cc1 (stereo unspecified),-0.8,-0.4,-3.8,5,99,-22,2,0,-1,2
N#Cc1c(SCC(=O)Nc2ccccc2)nsc1SCC(=O)Nc1ccccc1,-3.8,-0.3,4.8,-2,99,-5,1,0,-2,8
COc1ccc(C(=O)NCC(C)CN(C)C)cc1 (stereo unspecified),-1.8,0.9,-2.1,1,94,11,10,0,1,1
CCOCCCNC(=O)C(NC(=O)c1cnccn1)c1ccc(C)cc1 (stereo unspecified),-1.8,0.1,0.1,4,103,5,7,-3,-1,0
CC(Sc1nnnn1-c1cccc(F)c1)C(=O)NC1CCCC1 (stereo unspecified),0.9,0.1,0.2,-4,108,0,6,8,0,-5
Cc1cccn2c(=O)c3cc(C(=O)NCCCN4CCCC4=O)n(C)c3nc12,-0.8,0.5,0.2,1,99,2,-8,-5,4,5
Cc1nc(NC(=O)CN2CCOCC2)sc1C(=O)N(C)C,0.0,0.0,-0.8,6,99,3,1,-19,0,8
O=c1[nH]c2cc3c(cc2cc1CN(Cc1cccnc1)Cc1nnnn1Cc1ccco1)OCCO3,-0.3,0.1,0.3,-24,106,13,5,-4,2,4
CN(C)CCC(=O)NCC1OCCc2ccccc21 (stereo unspecified),0.6,0.0,-0.1,2,97,-1,1,1,2,-1

# Two of the compounds above, with tabs.
smiles	hiPSC survival	aDG glyco act	MC4R ag barr	ABHD5 PLIN5 PPI	ABCB6 inh MLPCN	Cardio protect	MC4R antagonist	Granule exo inh	Glyco luc inh	m5-HT2A agonist
O=c1[nH]c2cc3c(cc2cc1CN(Cc1cccnc1)Cc1nnnn1Cc1ccco1)OCCO3	-0.3	0.1	0.3	-24	106	13	5	-4	2	4
O=C(Nc1cccc(C(=O)O)c1)/C(=C/c1ccc2c(c1)OCO2)NC(=O)c1cccc(Br)c1	0.0	-0.4	-0.9	-10	108	-4	7	-8	0	1

# Other compounds follow:
SMILES,hiPSC survival,aDG glyco act,MC4R ag barr,ABHD5 PLIN5 PPI,ABCB6 inh MLPCN,Cardio protect,MC4R antagonist,Granule exo inh,Glyco luc inh,m5-HT2A agonist
COc1ccc(S(=O)(=O)N2CCC(C(=O)NC3CCCC3)CC2)cc1OC,-0.3,-0.1,-1.3,-1,104,-3,14,2,1,-3
COc1ccc(CN2CCNC(=O)C2CC(=O)N2CCCN(C(C)=O)CC2)cc1OC (stereo unspecified),-0.2,0.1,-2.6,0,104,1,1,-2,0,3
NN=C(c1cccc([N+](=O)[O-])c1)c1cccc([N+](=O)[O-])c1,-0.7,-0.3,1.0,6,97,4,22,-2,1,5
CCOC(=O)C1=C(COC(=O)/C=C/c2ccc(O)c(OC)c2)NC(=O)NC1C (stereo unspecified),0.1,0.0,-3.2,0,93,49,4,-3,3,-6
O=C(NC1CCCCC1)n1c(=O)oc2cc(S(=O)(=O)N3CCCCC3)ccc21,1.3,0.1,-1.0,9,108,-5,10,2,0,-1
O=C(CCS(=O)(=O)c1ccc(Br)cc1)Nc1ccc(Cl)cc1F,-1.2,0.1,0.4,1,103,-5,-2,0,-1,0
CCOC(=O)c1ccc(N2C(=O)C(C)=C(C)C2=O)cc1,-0.1,-0.1,0.7,2,96,-5,8,0,3,2
COc1ccc(N2CCN(C(CNS(=O)(=O)c3cccs3)c3cccnc3)CC2)cc1 (stereo unspecified),1.7,-0.2,0.8,6,106,6,21,-1,-1,-2
CCSc1cc(N2CCCC2)nc(-c2ccccc2Cl)n1,-0.7,-0.1,0.4,2,95,-2,10,0,1,5
C=CCN1C(=O)c2cccc3c(N4CCCCC4)ccc(c23)C1=O,0.3,3.0,0.5,-7,201,-15,24,-2,0,4
C1COCCNCCOCCOCCOCCN1,-0.4,-0.2,0.5,3,105,4,1,-6,0,0
O=S1(=O)CC(N2CCCCC2)CN1Cc1cn(Cc2ccccc2)nn1 (stereo unspecified),0.2,0.1,.,1,97,.,.,4,.,4
O=S(=O)(NCc1ccco1)c1ccccc1Br,-2.9,0.2,-0.9,-4,97,4,7,0,3,-1
Cc1cccc(NS(=O)(=O)c2ccc3c(c2)CCN3C(=O)CCC(=O)O)c1,-0.7,0.0,-1.1,9,100,2,-1,4,0,-8
Cn1c(-c2ccccc2)cnc1SCC(=O)N1CCCc2ccccc21,-1.6,-0.2,0.0,0,105,-4,-2,-5,3,-3
COc1ccc(NC(=O)Nc2ccc3c(c2)CC(=O)N([C@H](C)CO)C[C@@H](C)[C@H](CN(C)C(=O)Nc2ccccc2)O3)cc1,3.0,-0.1,-0.6,1,92,0,1,6,0,-2
CCN1CCCC1CNC(=O)CS(=O)(=O)Cc1nc(-c2ccccc2C)oc1C (stereo unspecified),-1.0,-0.1,-1.8,0,94,0,-5,-1,-1,-4
Cc1cccc(N(CC(=O)N2CCN(c3ccc(F)cc3)CC2)S(C)(=O)=O)c1C,-0.1,-0.2,-1.9,5,98,1,17,4,-2,-6
